# Peg3 prom inh: Peg3 promoter-driven luciferase inhibitors, primary screen, cell-based, HeLa, luciferase luminescence; HeLa PEG-Prom luciferase reporter, overnight; 1.7% of 360,000 active; inhibition, % at 20 µM; AID 588405, 2011;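 active = inhibition of at least 50% at 20 µM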
# HIF-2a inh: HIF-2a reporter inhibitors, primary screen, luminescence, 786-0 RCC cells; 786-0 RCC cells HIF-2a reporter, luciferase luminescence, overnight; inhibition, % at 18.8 µM; 0.72% of 360,000 active; AID 624352, 2012;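 active = inhibition of the luminescence signal of 40% or more relative to plate controls, in a single-dose primary screen at 18.75 µM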
# KKLEB cytotox: cytotoxicity in KKLEB CF airway cells, primary screen, cytotoxicity control for CF NF-kB inhibitor project, cell-based, uHTS, fluorescence assay plates; KKLEB CF airway cells viability, ATPlite luminescence, overnight; active compounds read low; cells stimulated with P. aeruginosa culture filtrate; activity change (cytotoxicity), % at 5 µM; 0.36% of 360,000 active; AID 602141, 2011;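 active = corrected activity change at or below -50% at 5 µM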
# TROY NFkB inh: inhibitors of TROY-driven NF-kB signaling, primary screen, Q293 LMP1-TROYcd cells, NF-kB luciferase, uHTS | Q293 LMP1-TROYcd NF-kB luciferase reporter, 4 h | inhibition, % at 10 µM | 0.98% of 360,000 active;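 active = compounds whose plate-normalised and pattern-corrected inhibition of the luciferase reporter signal at the single screening dose is 50% or more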
# TWEAK Fn14 block: inhibitors of TWEAK-Fn14 signaling, primary screen, luciferase reporter cells, uHTS | TWEAK-stimulated Fn14 reporter cells, luciferase luminescence, 8 h | inhibition, % at 10 µM | 2% of 360,000 active | AID 1159606, 2016; in the data active = inhibition above about 50%
# NR2E3 ag-1: NR2E3 agonists in two-hybrid cells, primary screen, cell-based, luminescence, CHO-S, Gal4-NCOR/VP16-NR2E3 | 0.35% of 360,000 active | AID 602229, 2012 | luciferase | Photoreceptor-specific nuclear receptor (Homo sapiens), Q9Y5X4 | inhibition of corepressor binding, % at 3.98 µM;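 active = inhibition above the mean of all tested compounds plus 3 SD, cut at about 70% in these data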;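 also: 0% = DMSO with NR2E3 transfected cells and 100% = cells lacking NR2E3 construct; higher means lower luciferase signal from less NR2E3 corepressor binding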
# Target sequence (Q9Y5X4 whole entry, looked up, the tested form may be a part): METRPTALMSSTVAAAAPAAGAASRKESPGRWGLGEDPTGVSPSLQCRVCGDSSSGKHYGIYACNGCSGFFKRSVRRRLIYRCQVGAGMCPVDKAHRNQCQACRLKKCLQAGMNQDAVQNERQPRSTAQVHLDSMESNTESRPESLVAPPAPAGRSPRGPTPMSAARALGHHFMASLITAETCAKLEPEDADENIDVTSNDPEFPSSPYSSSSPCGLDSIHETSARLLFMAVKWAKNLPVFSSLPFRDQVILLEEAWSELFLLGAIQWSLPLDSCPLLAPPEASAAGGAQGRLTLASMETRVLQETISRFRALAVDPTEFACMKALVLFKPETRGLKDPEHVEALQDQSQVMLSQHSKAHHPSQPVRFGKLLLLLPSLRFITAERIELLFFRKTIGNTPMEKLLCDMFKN
# CF NFkB block: inhibitors of PAF-induced NF-kB signaling, primary screen, cell-based, GFP fluorescence, uHTS; KKLEB NF-kB-GFP reporter, GFP fluorescence overnight; inhibition, % at 5 µM; 0.86% of 360,000 active; AID 588850, 2011;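 active = at least 50% inhibition at 5 µM, scaled per plate between neutral and stimulator controls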;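 also: PAF is a Pseudomonas aeruginosa culture filtrate used as stimulus; plate controls were PAF-stimulated DMSO wells for no effect and unstimulated DMSO wells for full effect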
# NR2E3 ag-2: inhibitors of NR2E3-RetCOR corepressor binding, primary screen, NR2E3 agonist project, biochemical, TR-FRET, GST-NR2E3, biotin-RetCOR | inhibition of corepressor binding, % at 4.78 µM | AID 2300, 2010 | Photoreceptor-specific nuclear receptor (Homo sapiens), Q9Y5X4 | 1536-well | 0.12% of 320,000 active;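 active = percent inhibition above the cutoff of mean plus 3 SD of all tested compounds, set per screening campaign, cut at about 20% in these data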;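 also: 0% = DMSO wells and 100% = biotin wells as full block of FRET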
#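 system = GST-tagged NR2E3 plus biotinylated RetCOR corepressor | input = 1.35 nM GST-NR2E3 | also added = 7 nM biotin-RetCOR | schedule = 5 h incubation at 4 °C | measured by = TR-FRET with europium anti-GST and streptavidin-D2, 340 nm excitation | read-out = percent loss of FRET ratio relative to control wells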
# MITF TRPM1 inh: inhibitors of MITF-dependent TRPM1 promoter reporter, primary screen, cell-based, SK-MEL-5, single point, luciferase. inhibition, % at 12.5 µM. 0.83% of 330,000 active. SK-MEL-5 TRPM1 promoter luciferase, 24 h. AID 488899, 2010;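 active = mean inhibition across replicates of 60% or more, whatever share of single replicates reaches that level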; also: values of inactives mirror those of a sister screen read the other way
# Shn3 inh set2: reduction of Shn3 3'UTR firefly luciferase signal, primary screen, Schnurri-3 inhibitor project, cell-based, Clone20 osteoblasts, set 2. Clone20 osteoblast Shn3 3'UTR firefly luciferase, 24 h. inhibition, % at 12.5 µM. 0.52% of 360,000 active;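 active = mean inhibition of at least 75% with every replicate also reaching 75%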;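 also: 0% = median of neutral control wells and 100% = pilot-screen positive control compound; some compounds past the cut are filed as inactive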
# TRAIL sens C8: viability loss with TRAIL in NB7+C8 cells, primary screen, TRAIL sensitizer project, cell-based, ATPlite luminescence | inhibition (viability loss, TRAIL sensitization), % at 10 µM | 1% of 360,000 active;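 active = compounds causing at least 50% loss of cell viability in the single-dose screen, relative to plate controls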
# Starred values were filed as active, the others as inactive; · = no result given.
SMILES,Peg3 prom inh,HIF-2a inh,KKLEB cytotox,TROY NFkB inh,TWEAK Fn14 block,NR2E3 ag-1,CF NFkB block,NR2E3 ag-2,MITF TRPM1 inh,Shn3 inh set2,TRAIL sens C8
Cc1c(NC(=O)C(C)Oc2ccc(Br)cc2)c(=O)n(-c2ccccc2)n1C (configuration not stated),9,9,9,-16,33,14,-16,·,10,-1,-7
COc1ccc(S(=O)(=O)N2C3CCC2CC(NC(=O)NC2CCCCC2)C3)cc1 (configuration not stated),11,-5,0,7,6,5,12,2,-10,3,20
CCc1ccc(NC(=O)CSCc2nc(N)nc(Nc3ccccc3CC)n2)cc1,8,8,1,-11,1,10,3,0,12,5,-1
CCCN1Cc2cccc(C(=O)Nc3ccc(-c4nc5ccccc5[nH]4)cc3)c2C1=O,-49,-52,-4,-49,-38,-18,-6,1,11,2,21
CCOc1ccc(-n2c(SCC(=O)N3CCc4ccccc43)nnc2-c2c[nH]c3ccccc23)cc1,-19,-13,-2,-44,-42,13,-5,5,·,12,5
COc1ccccc1NC(=S)N1CCN(C/C=C/c2ccccc2)CC1,10,-4,-9,-8,7,-25,12,0,12,1,7
COc1ccccc1NC(=S)NC(=O)C1CC1,-18,-15,9,6,12,-5,-10,0,-7,-24,3
O=C(O)CC(c1cccc2ccccc12)n1cccc1 (configuration not stated),0,5,0,7,4,-24,-9,-1,-3,3,6
O=C(c1ccoc1)N1CCC2(CC1)Oc1ccc(F)cc1C(=O)C21CC(c2ccccc2)=NO1 (configuration not stated),9,16,-4,10,-13,22,-4,2,0,11,3
CCOc1ccc(Br)cc1S(=O)(=O)Nc1ccc(C(=O)OCC(=O)Nc2ccc(C#N)cc2)cc1,-3,18,3,-10,9,-6,-5,-4,6,-15,-21
CC(C)CCNC(=O)c1ccc(OC2CCN(S(=O)(=O)N(C)C)CC2)cc1,-61,-103,11,-10,-26,-24,-29,-3,-21,-10,40
COc1ccccc1OCC(=O)Nc1sc2c(c1C(N)=O)CCC2,-197,-269,4,9,1,-65,-19,·,-87,-81,-10
O=C(N/N=C/c1ccc(Cl)c([N+](=O)[O-])c1)c1ccc2c(c1)OCCO2,17,-5,-9,-22,-4,-6,6,·,-9,-24,1
CC(C)(C)C1CCC(OC(=O)C[N+]2(C)CCCCC2)CC1 (configuration not stated),6,10,-1,-5,0,7,-1,1,4,-2,2
COc1cc(NC(=O)c2cnn3c(C(F)F)cc(C4CC4)nc23)c(OC)cc1Cl,11,15,-1,-9,1,-37,5,-2,10,4,5
CC(=O)Nc1ccc2nc(CN3CCN(CC(C)C)C(CCO)C3)ccc2c1 (configuration not stated),3,16,-2,4,-1,-1,-3,0,5,5,-11
NC(=O)C(CCC(=O)c1ccc(Br)cc1)S(=O)(=O)c1ccccc1 (configuration not stated),25,8,-2,0,15,-15,1,-2,-10,-6,-6
CCC(NS(=O)(=O)c1ccc(OC)cc1)C(=O)NCCc1ccccc1 (configuration not stated),0,7,-2,23,0,12,9,-2,-2,1,4
O=C(c1ccc2c(c1)OCO2)N1CCN(S(=O)(=O)N2CCCCC2)CC1,0,3,-8,-22,5,2,14,5,0,-13,-5
Cc1cccc(NS(=O)(=O)c2cc(C(=O)OCC(=O)Nc3cc(C)on3)ccc2C)c1,26,-15,-1,1,-45,-15,-7,-1,1,1,8
Cc1ccc(F)c(CNC(=O)C2(C)CCCN2C(=O)C(C)C)c1F (configuration not stated),-6,0,-8,-4,4,4,8,·,·,2,-1
CCc1nc(Nc2ccccc2OC)c2oc3ccccc3c2n1,-31,-37,-2,-22,1,-24,2,1,2,28,6
COc1ccc(C)cc1N(CC(=O)Nc1cccnc1)S(=O)(=O)c1ccc(C)cc1,22,18,-2,-14,10,3,-9,-3,13,-4,-3
Nc1c2c(nc3sc4c(c13)CCCC4)CCCCCC2,-89,-85,26,-43,-39,-48,8,-3,-13,6,12
Cc1nn(-c2cccc(C(F)(F)F)c2)c(=O)c2ccccc12,-1,-36,-8,-15,-11,-4,1,7,8,-1,15
O=S(=O)(Nc1cccc2ccccc12)c1cccs1,0,-13,-16,0,-7,-22,-23,-2,12,1,-5
C=CCn1c(SCc2cc([N+](=O)[O-])cc3c2OCOC3)nc2cc(C(=O)O)ccc2c1=O,10,25,-2,16,-39,-1,-1,0,-5,4,16
Cc1ccc(CC(=O)Nc2ccncc2)cc1,-5,-9,2,23,17,50,4,2,10,84,31
Cc1ccc(C2NC(=S)NC3=C2C(=O)CC(C)(C)C3)cc1 (configuration not stated),0,13,-10,9,0,-11,0,0,-3,-11,-6
O=C(CCn1c(=O)oc2ccccc21)N1CCc2ccccc21,-108,-131,1,-46,-16,8,-5,-2,-46,-17,10
COc1ccc(C(=O)O)cc1S(=O)(=O)Nc1ccc(Oc2ccccc2)cc1,13,10,-12,20,1,-13,9,6,1,-37,-2
Cc1cc(C)cc(N2C(=O)CC(n3ccnc3)C2=O)c1 (configuration not stated),10,6,-20,-12,4,4,4,1,10,-8,-13
COC(=O)c1cc(C(=O)OCC(=O)NC2CCS(=O)(=O)C2)cc([N+](=O)[O-])c1 (configuration not stated),9,15,-2,-3,-1,-27,-17,-3,-1,-20,-5
O=C(O)c1ccc(Nc2nc(-c3cccnc3)cs2)cc1O,2,-16,2,1,2,4,7,-3,15,-38,-2
CN(C)CCOC(=O)CC12CC3CC(C1)CC(CC(=O)OCCN(C)C)(C3)C2,4,9,4,9,6,6,-7,-1,-13,-3,0
Cc1nc(-c2ccc(O)c(O)c2)cs1,-29,-12,-11,-51,-13,-28,-6,0,-5,35,11
CCCCCC1CC(CC(=O)O)C(=O)O1 (configuration not stated),-1,1,-10,1,7,-18,0,-1,-4,4,5
CCCOc1ccc(-c2c(C(=O)N/N=C/c3ccccc3OCC)nnn2-c2nonc2N)cc1,6,-3,-12,-7,-18,-21,24,2,6,6,0
O=C(N/N=C/c1cccc2ccccc12)c1cc(C2CC2)[nH]n1,-64,-164,-3,-52,-19,-17,-22,-2,-52,-24,20
O=C(O)CC1SC(=Nc2cccc(C(F)(F)F)c2)NC1=O (configuration not stated),3,8,9,-3,6,-13,-6,1,4,7,-14
O=c1c([N+](=O)[O-])c(N2CCOCC2)c2ccccc2n1Cc1ccccc1,7,10,-8,9,10,-24,8,-4,0,31,4
N#C/C(=C\c1ccc(-c2ccccc2C(=O)O)o1)c1nc2ccccc2[nH]1,-52,-79,5,-4,33,12,-7,-11,0,-29,-10
CN(C(=S)Nc1cccnc1)c1ccc(O)cc1,-6,15,8,13,13,-17,1,-4,7,-1,-1
CC(=O)C1=C(C)OC(N)=C(C#N)C1c1ccncc1 (configuration not stated),-2,8,-3,-5,4,8,0,1,9,-14,-7
Cn1ccsc1=NC(=O)c1cccc(C#N)c1,-95,-132,-3,-19,-18,-11,5,0,-53,-12,-1
COC(=O)c1nonc1NCn1nnc2ccccc21,6,7,0,-12,-4,3,1,1,-4,-6,-6
N#CC1=C(N)N(c2ccccc2)C2=C(C(=O)CCC2)C1c1ccsc1 (configuration not stated),13,-14,8,-31,-11,-6,0,5,-12,20,-4
O=C(CSc1nc2c(cnn2-c2ccccc2)c(=O)[nH]1)NC1CCS(=O)(=O)C1 (configuration not stated),5,-1,17,-9,3,16,-6,2,-12,11,-5
Cc1c(C(=O)OCC(=O)N2CC(C)OC(C)C2)oc2ccc(Br)cc12 (configuration not stated),1,14,-2,-5,3,-8,3,1,8,-10,6

# 13 compounds from above, ordered by number of heavy atoms, low to high:
SMILES,Peg3 prom inh,HIF-2a inh,KKLEB cytotox,TROY NFkB inh,TWEAK Fn14 block,NR2E3 ag-1,CF NFkB block,NR2E3 ag-2,MITF TRPM1 inh,Shn3 inh set2,TRAIL sens C8
Cc1nc(-c2ccc(O)c(O)c2)cs1,-29,-12,-11,-51,-13,-28,-6,0,-5,35,11
CCCCCC1CC(CC(=O)O)C(=O)O1 (configuration not stated),-1,1,-10,1,7,-18,0,-1,-4,4,5
Cn1ccsc1=NC(=O)c1cccc(C#N)c1,-95,-132,-3,-19,-18,-11,5,0,-53,-12,-1
CN(C(=S)Nc1cccnc1)c1ccc(O)cc1,-6,15,8,13,13,-17,1,-4,7,-1,-1
CC(=O)C1=C(C)OC(N)=C(C#N)C1c1ccncc1 (configuration not stated),-2,8,-3,-5,4,8,0,1,9,-14,-7
COC(=O)c1nonc1NCn1nnc2ccccc21,6,7,0,-12,-4,3,1,1,-4,-6,-6
O=C(O)CC1SC(=Nc2cccc(C(F)(F)F)c2)NC1=O (configuration not stated),3,8,9,-3,6,-13,-6,1,4,7,-14
O=C(O)c1ccc(Nc2nc(-c3cccnc3)cs2)cc1O,2,-16,2,1,2,4,7,-3,15,-38,-2
O=C(N/N=C/c1cccc2ccccc12)c1cc(C2CC2)[nH]n1,-64,-164,-3,-52,-19,-17,-22,-2,-52,-24,20
N#CC1=C(N)N(c2ccccc2)C2=C(C(=O)CCC2)C1c1ccsc1 (configuration not stated),13,-14,8,-31,-11,-6,0,5,-12,20,-4
O=c1c([N+](=O)[O-])c(N2CCOCC2)c2ccccc2n1Cc1ccccc1,7,10,-8,9,10,-24,8,-4,0,31,4
CN(C)CCOC(=O)CC12CC3CC(C1)CC(CC(=O)OCCN(C)C)(C3)C2,4,9,4,9,6,6,-7,-1,-13,-3,0
CCCOc1ccc(-c2c(C(=O)N/N=C/c3ccccc3OCC)nnn2-c2nonc2N)cc1,6,-3,-12,-7,-18,-21,24,2,6,6,0

# Screening results from PubChem.

# Only part of the results is shown; count on the stated rates, not on these rows.
